# GPR151 ag = human GPR151 activation; PathHunter beta-arrestin GPR151 cells, luminescence; activation, % at 11.2 µM; Q8TDV0; 650,000 compounds, 1% hits; in the data active means activation above about 4.9%;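 further: 0% = median of compound wells and 100% = cells with positive control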
# Target sequence (Q8TDV0 whole entry, looked up): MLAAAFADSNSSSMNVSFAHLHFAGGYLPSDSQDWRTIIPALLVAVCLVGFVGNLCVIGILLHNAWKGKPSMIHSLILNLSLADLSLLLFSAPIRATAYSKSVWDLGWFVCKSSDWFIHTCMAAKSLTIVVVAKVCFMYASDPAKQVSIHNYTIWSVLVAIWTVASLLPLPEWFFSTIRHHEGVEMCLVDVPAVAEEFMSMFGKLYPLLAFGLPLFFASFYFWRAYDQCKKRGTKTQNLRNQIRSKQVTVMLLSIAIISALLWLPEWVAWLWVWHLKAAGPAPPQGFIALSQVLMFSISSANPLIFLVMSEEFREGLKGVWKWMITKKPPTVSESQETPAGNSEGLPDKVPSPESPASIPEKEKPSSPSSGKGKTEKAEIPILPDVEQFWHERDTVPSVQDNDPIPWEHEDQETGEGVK
# FBW7 activator = activators of human E3 ligase FBW7; Q969H0; AlphaScreen FBW7–phospho-cyclin E peptide binding, activator screen; normalized activity (activation), % at 26.1 µM; 650,000 compounds, 0.13% hits; AID 1259310; in the data active means normalized activity above about 1.9%;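 further: purified mutant Fbw7 with reduced substrate affinity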
# MITF primary = inhibitors of human MITF. O75030. AlphaScreen MITF homodimerization, bead proximity signal. inhibition, % at 2.6 µM. 650,000 compounds, 0.91% hits. AID 1259374; in the data active means inhibition above about 50%;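 further: 0% = vehicle wells with protein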
# Target sequence (O75030 whole entry, looked up): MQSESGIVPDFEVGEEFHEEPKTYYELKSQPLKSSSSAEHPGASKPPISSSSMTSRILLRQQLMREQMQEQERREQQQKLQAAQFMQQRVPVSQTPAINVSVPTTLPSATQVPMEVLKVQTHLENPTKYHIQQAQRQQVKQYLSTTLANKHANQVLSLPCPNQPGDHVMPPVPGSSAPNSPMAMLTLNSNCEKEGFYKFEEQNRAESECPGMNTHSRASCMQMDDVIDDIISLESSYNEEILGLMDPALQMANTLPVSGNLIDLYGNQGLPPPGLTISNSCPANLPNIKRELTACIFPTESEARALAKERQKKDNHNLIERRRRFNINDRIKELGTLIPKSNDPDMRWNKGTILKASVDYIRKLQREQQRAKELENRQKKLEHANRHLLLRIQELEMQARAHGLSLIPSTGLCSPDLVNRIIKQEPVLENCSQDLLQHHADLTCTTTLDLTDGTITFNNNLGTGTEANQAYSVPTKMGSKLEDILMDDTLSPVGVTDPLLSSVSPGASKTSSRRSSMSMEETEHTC
# TEAD-YAP inh = TEAD-YAP interaction inhibition | AID 1259422 | 640,000 compounds, 1.4% hits | HEK-TIYL cells, TEAD-Gal4/YAP UAS-luciferase luminescence | inhibition, % at 9.12 µM; in the data active means inhibition above about 32%;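 further: 0% = median of test compound wells and 100% = reference inhibitor wells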
# Numbers without * were called inactive; nt = not tested or not shown.
SMILES,GPR151 ag,FBW7 activator,MITF primary,TEAD-YAP inh
Cc1cccc(-c2nnc(SCC(=O)Nc3ccc(Br)cc3F)n2N)c1,-1.1,-0.1,1,0
O=C(Nc1cccc2nsnc12)c1ccc(Cl)cc1,-1.7,1.1,2,-3
COC(=O)C1=C(C)Nc2nnnn2C1c1cc(OC)ccc1OC (centres undefined),1.1,0.0,-1,3
COc1ccc(-n2nnnc2C2CCN(S(=O)(=O)c3ccccc3Cl)CC2)cc1,0.9,0.0,-6,-2
CC1CCCCC1NC(=O)NC(=O)COc1ccc(F)c(Cl)c1 (centres undefined),3.5,0.1,-6,-6
COc1ccc(N2CCN(C3CCCN(Cc4nccs4)C3)CC2)cc1 (centres undefined),1.6,0.0,8,-6
Cc1cc(C)cc(-n2nnc(C(=O)NCCc3ccc(Cl)cc3)c2N)c1,-1.2,-0.1,0,12
CCOc1ccc(CCNC(=O)c2ccc3nc(N4CCOCC4)sc3c2)cc1,-1.9,0.1,5,6
CCOC(=O)Cn1nnnc1-c1nonc1N,0.2,0.2,5,2
COc1ccc(NN=Nc2ccc(F)cc2)cc1,-0.4,-0.4,-2,-10
Cc1cccc(C)c1NC(=O)CCCSc1nnc(N)s1,0.4,0.2,-4,-8
COCCOC(=O)C1=C(C)NC(C)=C(C(=O)OCCOC)C1c1cn(-c2ccccc2)nc1-c1ccc(Cl)cc1,0.0,-0.1,-7,0
Cc1cc(NC(=O)CCC(=O)N(CC(=O)NC2CCCC2)Cc2ccccc2Cl)no1,-1.1,-0.1,5,-6
CCOC(=O)c1sc(Nc2ccccc2)c(C#N)c1N,-1.0,-0.1,5,1
COc1ccc(-c2cc(C(=O)Nc3nncs3)c3ccccc3n2)c(OC)c1,-0.6,0.5,16,7
NC(=O)CN(Cc1ccc(Cl)cc1)S(=O)(=O)c1ccccc1,-0.2,0.1,12,7
O=C1c2ccccc2S(=O)(=O)N1C(=O)C1CCCN(S(=O)(=O)c2ccccc2)C1 (centres undefined),-2.3,0.0,4,-4
Cc1sc2ncnc(N3CCN(c4cccc(Cl)c4)CC3)c2c1C,-0.3,-0.1,-7,-1
COc1c(Cl)cnc(Cl)c1NS(=O)(=O)c1nc2nc(C)cc(C)n2n1,1.0,0.0,-9,3
CCOc1cccc(-c2cc(C(=O)Nc3sc(C)c(CC)c3C(=O)OC)c3ccccc3n2)c1,-0.4,-0.2,-12,4
CCc1c(C)[nH]c2ccccc2c1=S,0.1,1.0,2,3
O=C(NC(=S)NCc1ccco1)c1ccccc1,0.6,-0.1,4,9
CCn1c(COc2cccc3cccnc23)nnc1SCC(=O)NC(C)(C)C,0.6,0.0,13,-4
COc1ccc2oc(=O)c(-c3nnc(Nc4cccc(C(F)(F)F)c4)s3)cc2c1,0.2,-0.2,11,-2
COc1ccc(C2=NN(S(C)(=O)=O)C(c3ccccc3OC)C2)cc1 (centres undefined),2.5,-0.1,0,4
O=C(Nc1ccc(N2CCOCC2)cc1)c1cnccn1,-3.9,-0.2,-8,49*
CCOc1cc(/C=C2/SC(=S)N(C(CCC(=O)O)C(=O)O)C2=O)ccc1O (centres undefined),1.7,-0.2,11,-3
CCOC(=O)C(O)(c1ccc(N(C)C(=O)Nc2cccc(Cl)c2)cc1)C(F)(F)F (centres undefined),-1.3,0.3,2,14
COc1ccccc1C1CCCN1C(=O)CCC1(Cc2cccs2)CCC(=O)N1 (centres undefined),0.7,0.2,-2,3
C=CC[C@@H]1C=C[C@@H](Oc2ccc(OC)cc2)[C@@H](COC(=O)c2ccc(Br)cc2)O1,0.7,-0.1,-5,nt
CC1=C(C(=O)OC2CCCCCC2)C(c2ccccc2[N+](=O)[O-])CC(=O)N1 (centres undefined),-0.1,0.1,9,-2
Cn1nc(CC(=O)N2CCN(c3ccccc3)CC2)c2ccccc2c1=O,0.5,-0.1,0,13
Cc1sc(NC(=O)CSc2nc(N)n(CC(=O)c3ccccc3)n2)c(C#N)c1C,-0.8,0.0,-1,-3
CCOC(=O)c1sc2nc(C)nc(NC3CC3)c2c1C,-0.3,-0.2,-6,1
N#C/C(=C\Nc1ccc(C(=O)O)cc1)c1nc2ccccc2[nH]1,0.7,0.2,9,13
CCOc1cc(C(=O)Nc2ccccc2N2CCN(C)CC2)cc(OCC)c1OCC,-1.3,-0.1,-4,-2
CC1CCCC(C)N1C(=O)Cn1nnc2c(cnn2-c2ccccc2)c1=O (centres undefined),-1.5,0.2,13,-7
O=C(O)CCC(=O)N1N=C(c2cccs2)CC1c1ccc(Br)cc1 (centres undefined),0.9,-0.1,-6,1
N#Cc1ccc(CO/N=C/c2ccc(OC(F)F)cc2)cc1,-0.2,0.7,1,-3
O=C(CSc1nnc(-c2ccccn2)n1-c1ccccc1Cl)Nc1nccs1,-0.1,0.0,-2,59*

# In another format: 4 of the compounds above.
# Each structure is followed by: GPR151 ag	FBW7 activator	MITF primary	TEAD-YAP inh
- N#C/C(=C\Nc1ccc(C(=O)O)cc1)c1nc2ccccc2[nH]1
→ 0.7	0.2	9	13
- CCOc1cc(C(=O)Nc2ccccc2N2CCN(C)CC2)cc(OCC)c1OCC
→ -1.3	-0.1	-4	-2
- CC1CCCC(C)N1C(=O)Cn1nnc2c(cnn2-c2ccccc2)c1=O (centres undefined)
→ -1.5	0.2	13	-7
- O=C(O)CCC(=O)N1N=C(c2cccs2)CC1c1ccc(Br)cc1 (centres undefined)
→ 0.9	-0.1	-6	1

# (more compounds)
SMILES,GPR151 ag,FBW7 activator,MITF primary,TEAD-YAP inh
COc1ccc(OCC(=O)N/N=C/c2cc(Br)ccc2OC)cc1,0.8,0.2,-11,-14
COc1ccc(NC(=O)c2cnn3c(C(F)(F)F)cc(-c4ccc(F)cc4)nc23)c(OC)c1,1.6,-0.5,-26,-10
CC(C)NC(=O)c1cc(C(=O)c2cc(Cl)ccc2O)coc1=N,2.0,-0.1,1,3
O=C(Nc1ccc(NC(=O)c2ccc(F)cc2)nc1)c1ccncc1,-0.9,-0.1,5,10
C=CCN(CC=C)C(=O)CCN1C(=O)c2ccccc2C1=O,1.6,0.3,11,3
CCOc1ccc(CC(=O)Nc2c(C(N)=O)oc3ccc(Cl)cc23)cc1OCC,-0.9,0.1,2,5
c1ccc(-c2nnc3sc(-c4ccc5c(c4)OCO5)nn23)cc1,0.8,-0.1,2,-4
c1ccc2cc(-c3cnc4c(NCc5ccncc5)nccn34)ccc2c1,-0.1,0.1,-8,7
O=C(NCCO)c1cccc(-c2cncc(-c3ccccc3CO)n2)c1,-0.2,0.0,-8,8
O=C(CSc1nc2ccccc2s1)Nc1ccc(F)cc1,-1.4,0.1,13,-2
O=C1/C(=C/c2cccnc2)Oc2cc(OC(=O)C3CC3)ccc21,1.0,-0.2,0,34*
O=C(O)CC(NC(=O)c1cccc(F)c1)c1ccc(Cl)cc1 (centres undefined),1.3,-0.1,-3,2
COc1ccc(S(=O)(=O)NCCC(=O)NCC2CCCO2)cc1 (centres undefined),0.3,0.1,-1,3
C=CCN(CC=C)S(=O)(=O)c1ccc(C(=O)Nc2nc(C)c(C(=O)OCC)s2)cc1,-0.3,0.4,-1,-9
Cc1cccc(C(=O)N2CCN3C(=O)[C@H](CC(C)C)N(C)C(=O)[C@H]3C2)c1,0.1,-0.1,-18,-4
O=C(NCc1ccccn1)C(=O)Nc1cccc2ccccc12,0.4,0.1,11,-9
Clc1ccc(-c2ncnn2-c2cccc(Cl)c2)cc1,2.4,0.0,2,5
CCCS(=O)(=O)n1nc(-c2ccc(OCC)cc2)cc1N,0.9,0.1,8,-23
CC1(c2ccccc2)NC(=O)N(Cc2c(F)cccc2Cl)C1=O (centres undefined),-1.6,0.2,0,5
CCSC1=C(C#N)C(=O)NC(c2ccc(N(C)C)cc2)S1 (centres undefined),-2.0,-0.1,-1,-10
COc1ccc(C(F)(F)F)cc1NC(=O)c1cccnc1,-0.2,0.7,14,-11
Cc1ccc(S(=O)(=O)Nc2ccc(S(=O)(=O)N3CCOCC3)cc2)cc1,0.0,0.0,2,-10
CC(=O)Nc1ccc(NC(=O)CN2C(=O)CC(C)(C)S(=O)(=O)c3ccccc32)cc1,-1.6,0.0,17,7
CC(C)CN1CCN(Cc2cn[nH]c2C2CCCCC2)CC1CCO (centres undefined),-0.8,0.0,0,-5
COc1cc(S(=O)(=O)Nc2cccnc2)ccc1Br,-0.8,0.5,-9,3
COC(=O)c1cc(OC)c(OC)cc1NC(=O)c1ccc(C)cc1Cl,1.0,0.0,9,6
CCN(c1ccccc1)S(=O)(=O)c1ccc2[nH]cc(C(=O)NCc3ccco3)c(=O)c2c1,-0.3,0.1,-8,-3
CCC(C(=O)Nc1cccc(C)n1)c1ccccc1 (centres undefined),1.2,0.6,14,2
CC(=O)N1C(=O)C(=O)c2cc(C)c(Br)cc21,-0.9,-0.3,-6,-8
CC(=O)c1[nH]c(C)c(C(=O)NC2CCCCC2C)c1C (centres undefined),-0.1,-0.1,-2,-2
COc1ccc(NS(=O)(=O)c2cc3c4c(c2)CC(=O)N4CCC3)c(OC)c1,0.7,0.1,7,6
O=C(c1ccc(N2CCC(NC3C4CC5CC3CC(O)(C5)C4)CC2)cc1)N1CCOCC1 (centres undefined),-0.6,-0.1,3,-11
O=C(NCCc1ccc(F)cc1)C(Cl)Cl,0.1,0.2,3,10
COC(=O)c1[nH]c(CBr)c(C(=O)OC)c1C,-0.1,0.2,10,-2
Cc1ccccc1NC(=O)CCOc1ccccc1,0.4,0.0,8,-35
COc1ccc(C2=NN(S(C)(=O)=O)C(c3ccc(Cl)cc3)C2)cc1 (centres undefined),-1.4,0.3,-2,-79
Cc1c(C(=O)Nc2ccccc2)sc(NC(=O)Cn2c(=O)oc3ccccc32)c1C#N,-0.4,0.1,14,-4
COc1ccc(-c2c(C)c3cc(OC(=O)N4CCOCC4)ccc3oc2=O)cc1,0.5,0.0,0,14
CCc1ccc(OCc2nnc(NC(=O)Nc3cccc(Cl)c3)s2)cc1,-1.0,0.1,1,6
O=C1CSC(=S)N1c1ccc(F)cc1F,0.6,-0.2,0,-1

# Laid out differently: entries from further up
Molecule | GPR151 ag | FBW7 activator | MITF primary | TEAD-YAP inh
CCOc1cc(/C=C2/SC(=S)N(C(CCC(=O)O)C(=O)O)C2=O)ccc1O (centres undefined) | 1.7 | -0.2 | 11 | -3
CCOC(=O)C(O)(c1ccc(N(C)C(=O)Nc2cccc(Cl)c2)cc1)C(F)(F)F (centres undefined) | -1.3 | 0.3 | 2 | 14
COc1ccccc1C1CCCN1C(=O)CCC1(Cc2cccs2)CCC(=O)N1 (centres undefined) | 0.7 | 0.2 | -2 | 3

# Structural class, the entries above with a furan ring, fused or not
SMILES,GPR151 ag,FBW7 activator,MITF primary,TEAD-YAP inh
O=C(NC(=S)NCc1ccco1)c1ccccc1,0.6,-0.1,4,9
CCOc1ccc(CC(=O)Nc2c(C(N)=O)oc3ccc(Cl)cc23)cc1OCC,-0.9,0.1,2,5
CCN(c1ccccc1)S(=O)(=O)c1ccc2[nH]cc(C(=O)NCc3ccco3)c(=O)c2c1,-0.3,0.1,-8,-3

# (listing goes on)
SMILES,GPR151 ag,FBW7 activator,MITF primary,TEAD-YAP inh
COC(=O)c1ccccc1NC(=O)CN(C)c1nc(-c2ccc(OC)cc2)no1,1.2,0.2,6,-4
CC(C)NC(=O)Cn1nc(-c2ccccc2F)ccc1=O,0.7,0.4,3,3
COCCNC(=O)C1c2ccccc2C(=O)N(CCOC)C1c1cccs1 (centres undefined),0.1,-0.2,2,4
CC(=O)C[C@H]1[C@](C)(OC(C)=O)CC(O)C2C(C)(C)CCC[C@@]21C (some centres undefined),-0.1,0.0,-10,5
O=C(O)c1cccc(NS(=O)(=O)c2cccc(C(=O)NCc3ccccc3)c2)c1,-0.4,0.1,5,-4
COc1cccc(NC(=O)CN2C(=O)NC(c3ccccc3)(c3ccccc3)C2=O)c1,1.7,0.1,-2,-4
C=CCN1C(=O)/C(=c2\sc3n(c2=O)C(c2ccc(OC(=O)c4ccco4)cc2)C(C(=O)OCC)=C(C)N=3)c2ccccc21 (centres undefined),3.3,0.2,-15,-1
O=C1CCCN1CCCNc1nc2ccccc2c2nc(-c3cccnc3)nn12,6.3*,-0.1,10,20
COc1cc(Nc2ccc(N3CCC(C(=O)NCCCN4CCCC4=O)CC3)nn2)cc(OC)c1OC,0.9,-0.1,7,1
CN1CCN(CCOCCOc2ccc(F)cc2)CC1,0.3,0.1,0,-1
Cc1ccc2nc(CN3CCOc4ccccc4C3)nc(N)c2c1,1.7,-0.2,14,-31
CCCc1cc(=O)[nH]c(SCC(=O)/C(C#N)=C(\C)N)n1,-1.9,0.2,0,2
CCOC(=O)c1c(NC(=O)C2CCCC2)sc(C(C)=O)c1C,0.3,-0.1,-6,-1
COC(=O)c1cccc(-c2ccc(/C=C3/SC(=S)N(CC(=O)O)C3=O)o2)c1,-2.7,-0.2,15,-3
Cc1ccc(N2C(=O)CSC2c2ccc(Cl)cc2)cc1 (centres undefined),0.7,0.0,1,1
Cc1ccccc1N1C(=O)CC(Nc2ccc(C(=O)O)cc2)C1=O (centres undefined),0.5,0.0,26,5

# Profiles as entered above. Screens in order: GPR151 ag, FBW7 activator, MITF primary, TEAD-YAP inh
# `O=C1CCCN1CCCNc1nc2ccccc2c2nc(-c3cccnc3)nn12` across the screens: 6.3*, -0.1, 10, 20
# `COC(=O)c1cccc(-c2ccc(/C=C3/SC(=S)N(CC(=O)O)C3=O)o2)c1` across the screens: -2.7, -0.2, 15, -3
# `CC(C)NC(=O)Cn1nc(-c2ccccc2F)ccc1=O` across the screens: 0.7, 0.4, 3, 3
# `CC(=O)C[C@H]1[C@](C)(OC(C)=O)CC(O)C2C(C)(C)CCC[C@@]21C` (some centres undefined) across the screens: -0.1, 0.0, -10, 5
# `COc1cc(Nc2ccc(N3CCC(C(=O)NCCCN4CCCC4=O)CC3)nn2)cc(OC)c1OC` across the screens: 0.9, -0.1, 7, 1
